Growth percent in the NCI-60 one-dose screen (48 h, 10 µM unless noted): 100 = growth as untreated, 0 = no growth, -100 = all killed.
NCI-H460: NCI-H460 lung cancer; actives 6.8% (n = 82,000)
HCT-15: HCT-15 colon cancer | actives 5.2% (n = 82,000) | AID 1794746
NCI-H226: NCI-H226 lung cancer | AID 1794732 | actives 3.5% (n = 79,000)
HT29: HT29 colon cancer; actives 7.4% (n = 81,000)
NCI-H322M: NCI-H322M lung cancer; AID 1794733; actives 2.7% (n = 80,000)
KM12: KM12 colon cancer cells; actives 5% (n = 82,000)
COLO 205: COLO 205 colon cancer | AID 1794742 | actives 7.3% (n = 79,000)
HCT-116: HCT-116 colon cancer | actives 7.3% (n = 82,000)
SW-620: SW-620 colon cancer | actives 5.2% (n = 82,000)
* = called active by the depositor; . = not tested or not shown; & = joins results of further samples; ! = repeats disagree. The calls were made as follows: active = growth percent below 10; inactive = the rest.

#	canonical_smiles	NCI-H460	HCT-15	NCI-H226	HT29	NCI-H322M
1	O=C(CN1CCN(c2cccc(Cl)c2)CC1)N1CCN(c2nnc(-c3ccc(Cl)cc3)c(-c3ccc(Cl)cc3)n2)CC1	77	53	77	59	78
2	COc1ccc(/C=N/NC(=O)C2CCCCC2)c(OC)c1OC	111	105	100	103	107
3	CCOc1cccc(-c2nc(N)nc(Nc3ccccc3SCSc3ccccc3Nc3nc(N)nc(-c4cccc(OCC)c4)n3)n2)c1	82	42	71	92	79
4	O=C(NNC(=S)Nc1ccc(Cl)cc1)c1ccc(Nc2ncnc3c2cnn3-c2cccc(F)c2)cc1	89	98	88	92	93
5	O=C(O)c1cc(=O)[nH]c(=O)[nH]1	91&111	98&102	95&102	110&93	98&90
6	O=C(O)C(Cc1cccs1)c1cccs1 (stereo not drawn)	114	97	113	102	111
7	Cc1ccc(C(=O)CSc2nnc3sc(Nc4cccc(Cl)c4)nn23)cc1	104	107	100	110	90
8	COc1ccc2c(c1)OC1=C(C(=O)OC1)C2c1cc(OC)c2c(c1)OCO2 (stereo not drawn)	4.2*	19	21	.	49

#	KM12	COLO 205	HCT-116	SW-620
1	58	83	53	77
2	112	118	95	106
3	88	108	62	101
4	84	101	87	86
5	100&106	89&100	107&107	103&111
6	106	116	103	104
7	104	103	83	96
8	1.6*	-38*	10	19

More results follow:
#	canonical_smiles	NCI-H460	HCT-15	NCI-H226	HT29	NCI-H322M
9	CS(=O)(=O)c1ccc(-c2[nH]c3ccccc3c2/C=N/O)cc1	107	99	86	96	87
10	CCOC(=O)Nc1c(C)cc(C)cc1C	107	98	97	106	92
11	Cn1nc(C(=O)Cl)c(=O)[nH]c1=O	113	107	114	103	113
12	O=C1c2ccccc2C(=O)c2cc(N3CCCCC3)ccc21	92	89	64	85	98
13	COc1ccc(/C=C/C(=O)c2ccc(OC)c(S(N)(=O)=O)c2)cc1	89	71	100	80	83
14	O=C(Nc1ccc(-n2cc(-c3ccncc3)c(-c3ccc(Cl)c(O)c3)n2)cc1)c1ccc(Cl)c(Cl)c1	8.3*	12	107	-35*	97
15	O=C1NC(=O)N2CCSC2(Cc2ccccc2)N1 (stereo not drawn)	91	98	106	.	88
16	COc1ccc(-c2nc(SC(C)C)nc(NC3CC3)c2C#N)cc1	102	95	93	98	95

#	KM12	COLO 205	HCT-116	SW-620
9	104	.	94	106
10	101	112	105	108
11	113	116	106	102
12	80	81	74	96
13	79	102	45	74
14	0.1*	52	17	11
15	.	104	105	105
16	95	127	78	111

Next entries.
#	canonical_smiles	NCI-H460	HCT-15	NCI-H226	HT29	NCI-H322M
17	O=C(Cn1nnc2ccccc21)Nc1ccc(-c2nc3ccccc3s2)cc1	83	92	67	101	103
18	Cc1ccc(S(=O)(=O)Nc2ccc(-c3cc(-c4cccc(C)c4)c(C#N)c(=O)[nH]3)cc2)cc1	95	47	74	39	85
19	O=C(Cn1nncc1CN1C(=O)CSC1=O)Nc1ccccc1F	102	103	94	107	102
20	CCCCCCCCn1ccc2cc(NC(=O)CN3CCN(c4nc(C)cc(N5CCOCC5)n4)CC3)ccc21	88	68	88	37	102
21	O=C(N/N=C/c1ccc(Cl)cc1)c1ccc(Br)o1	104	96	112	112	104
22	NC(=O)OCC(NC(=O)OCc1ccccc1)C(=O)OCc1ccccc1 (stereo not drawn)	103	102	96	102	98
23	Brc1sc2ccccc2c1Br	108	97	102	111	122
24	COc1ccc(-c2nc3sccn3c2/C=C/C(=O)c2cccs2)cc1	105	96	113	.	116

#	KM12	COLO 205	HCT-116	SW-620
17	91	105	97	95
18	63	110	12	54
19	106	108	98	101
20	84	83	65	92
21	168	121	110	119
22	109	107	100	110
23	104	115	95	103
24	95	110	97	114

In the list so far, these contain fluorine:
#	canonical_smiles	NCI-H460	HCT-15	NCI-H226	HT29	NCI-H322M
4	O=C(NNC(=S)Nc1ccc(Cl)cc1)c1ccc(Nc2ncnc3c2cnn3-c2cccc(F)c2)cc1	89	98	88	92	93
19	O=C(Cn1nncc1CN1C(=O)CSC1=O)Nc1ccccc1F	102	103	94	107	102

#	KM12	COLO 205	HCT-116	SW-620
4	84	101	87	86
19	106	108	98	101

(cont.)
#	canonical_smiles	NCI-H460	HCT-15	NCI-H226	HT29	NCI-H322M
25	COc1ccccc1C(=O)c1ccccc1C(=O)c1ccccc1	103	90	106	100	77
26	S=C(S)Nc1cccc(Cl)c1	94	92	94	92	95
27	O=C(O)c1cc(N=Nc2cccc([N+](=O)[O-])c2)ccc1O	92	101	104	108	98
28	O=C(CCCC(=O)c1ccccc1)c1ccccc1	108	96	108	105	88
29	COC(=O)c1c[nH]c(=S)n1Cc1ccccc1	120	102	104	112	98
30	CC(=O)OC[C@H]1OC(Sc2sc(C(=O)c3ccc(Cl)cc3)c(N)c2-c2nc3ccccc3s2)[C@@H](OC(C)=O)[C@@H]1OC(C)=O (stereo partly drawn)	107	103	88	105	97
31	CC(=O)N1C(=S)NC(C)=C(C(=O)OC(C)C)C1c1ccc2c(c1)OCO2 (stereo not drawn)	110	99	95	105	99
32	CC1=C/C(=N\N=C2/C=C(C)CC(C)(C)C2)CC(C)(C)C1	104	106	106	92	93

#	KM12	COLO 205	HCT-116	SW-620
25	102	99	95	99
26	104	91	87	105
27	113	126	97	95
28	99	109	92	104
29	113	105	104	109
30	100	107	98	106
31	100	99	94	102
32	107	119	98	106

Next part
#	canonical_smiles	NCI-H460	HCT-15	NCI-H226	HT29	NCI-H322M
33	CCO/C=N/C1=C(C#N)C(c2ccc(Cl)cc2)c2sc3c(C)cccc3c2O1 (stereo not drawn)	4.9*	13	51	4.8*	44
34	CCOC(=O)CSc1nc(-c2cc(OC)ccc2OC)cc(-c2ccc(OC)cc2)c1C#N	67	69	86	64	.
35	C#Cc1cccc(NC(=O)c2ccc(Cl)cc2Cl)c1	105	88	104	100	98
36	CC1(c2cc(NC(=O)Cc3ccc(F)c(Cl)c3)n(CC3CCCCC3)n2)CC1	106	91	95	108	95
37	CN(C)c1nc(-c2cccs2)n2nc(-c3cccs3)cc2n1	99	69	98	87	100
38	Cc1ccc(Nc2oc(-c3ccccc3)nc2[P+](c2ccccc2)(c2ccccc2)c2ccccc2)cc1	-82*	-34*	-14*	-28*	-22*
39	O=[N+]([O-])c1ccc(N=Nc2cc(S(=O)(=O)O)c3cccc(S(=O)(=O)O)c3c2O)cc1	116	118	105	111	81
40	O=C(N/N=C\c1ccc(Cl)c(Cl)c1)c1ccncc1	108	95	139	104	94

#	KM12	COLO 205	HCT-116	SW-620
33	15	4.7*	15	27
34	71	101	67	92
35	115	128	93	92
36	104	116	90	98
37	88	122	90	96
38	-51*	-35*	-66*	-48*
39	118	127	98	112
40	108	97	101	106

5 records drawn at random from those above:
#	canonical_smiles	NCI-H460	HCT-15	NCI-H226	HT29	NCI-H322M
15	O=C1NC(=O)N2CCSC2(Cc2ccccc2)N1 (stereo not drawn)	91	98	106	.	88
8	COc1ccc2c(c1)OC1=C(C(=O)OC1)C2c1cc(OC)c2c(c1)OCO2 (stereo not drawn)	4.2*	19	21	.	49
24	COc1ccc(-c2nc3sccn3c2/C=C/C(=O)c2cccs2)cc1	105	96	113	.	116
26	S=C(S)Nc1cccc(Cl)c1	94	92	94	92	95
13	COc1ccc(/C=C/C(=O)c2ccc(OC)c(S(N)(=O)=O)c2)cc1	89	71	100	80	83

#	KM12	COLO 205	HCT-116	SW-620
15	.	104	105	105
8	1.6*	-38*	10	19
24	95	110	97	114
26	104	91	87	105
13	79	102	45	74

(more compounds)
#	canonical_smiles	NCI-H460	HCT-15	NCI-H226	HT29	NCI-H322M
41	NNC(=O)C1C(O)CCC2CN3CCc4c([nH]c5ccccc45)C3CC21 (stereo not drawn)	104	112	103	99	115
42	O=C(Nc1cccc(C(F)(F)F)c1)C(Cl)Cl	102	94	101	92	88
43	CCN(CC)c1ccc(C2NNC(=S)N2)c(O)c1 (stereo not drawn)	59	34	88	34	80
44	Cc1nn(Cc2ccccc2)cc1C(=O)Nc1sc2c(c1C(N)=O)CCC(=O)C2	86	14	72	13	96
45	CSc1ccc(SC2c3ccc(C)cc3Oc3nc(N)c(C#N)c(N)c32)cc1 (stereo not drawn)	-72*	-74*	-89*	-65*	-21*
46	O=C(CCC(=O)c1nc2ncccc2[nH]1)NN1C(=O)CSC1c1ccccc1O (stereo not drawn)	107	108	84	107	104
47	OCC1(CO)COC2(CCCCC2)N1	109	99	101	104	98
48	COC(=O)CC1=CCC(n2cc(F)c(N)nc2=O)O1 (stereo not drawn)	104	101	88	106	103

#	KM12	COLO 205	HCT-116	SW-620
41	102	103	103	100
42	95	101	98	104
43	51	93	77	53
44	13	.	6.7*	13
45	-42*	-77*	-83*	-68*
46	99	115	99	95
47	103	92	102	106
48	102	118	104	101

From compound 41 as far as 42, copied from above:
#	canonical_smiles	NCI-H460	HCT-15	NCI-H226	HT29	NCI-H322M
41	NNC(=O)C1C(O)CCC2CN3CCc4c([nH]c5ccccc45)C3CC21 (stereo not drawn)	104	112	103	99	115
42	O=C(Nc1cccc(C(F)(F)F)c1)C(Cl)Cl	102	94	101	92	88

#	KM12	COLO 205	HCT-116	SW-620
41	102	103	103	100
42	95	101	98	104

(more compounds)
#	canonical_smiles	NCI-H460	HCT-15	NCI-H226	HT29	NCI-H322M
49	Cc1ccc(/C=c2\sc3nc4ccccc4n3c2=O)cc1	108	100	107	114	93
50	O=c1scc(-c2ccc([N+](=O)[O-])cc2)s1	105	102	107	97	132
51	CCOC(=O)c1ccccc1-c1c2cc(Br)c(=O)c(Br)c-2oc2c(Br)c(O)c(Br)cc12	104	117	98	121	138
52	Cc1ccc(S(=O)(=O)NN2CCCCCC2)cc1	.	106	104	110	.
53	C[C@H]1[C@H]2C3=CC[C@@H]4[C@@]5(C)CCC(=O)C(C)(C)[C@@H]5CC[C@@]4(C)[C@]3(C)CC[C@@]2(C(=O)N2CCN(C)CC2)CC[C@@H]1C	84	82	73	86	95
54	FC(F)(F)C(F)(F)C(F)(F)c1nc2nc(Cl)c(Cl)nc2[nH]1	109	102	104	101	113
55	CC1(C)CC(=O)C2(CNC3=C(CCC(C)(C)C3)C2)C(=O)C1	100	95	94	119	95
56	CCC(CC)COCCOCCCN1C(=O)C2C(C)C=CC(C3OCCO3)C2C1=O (stereo not drawn)	95	96	97	82	96

#	KM12	COLO 205	HCT-116	SW-620
49	98	121	101	100
50	108	103	92	103
51	111	116	93	103
52	115	110	114	113
53	96	95	87	86
54	100	105	105	108
55	111	114	105	102
56	82	111	85	93

(further entries)
#	canonical_smiles	NCI-H460	HCT-15	NCI-H226	HT29	NCI-H322M
57	C=CCn1c(SCC(=O)Nc2ccc(C(=O)/C=C/c3ccccc3)cc2)nnc1-c1ccc(OC)cc1	99	93	93	89	94
58	CS(=O)(=O)/C(C#N)=C/c1c[nH]c2ccccc12	112	120	96	121	94
59	CC(C)CNCC(=O)Nc1cccc(C(=O)OC(C)C)c1	104	100	95	86	96
60	CCN(CC)CCNc1ccc(C)c2sc3ccccc3c(=O)c12 (tested in a mixture with another compound)	5.3*	14&15	65&65	1.1*!	56&30
61	CCn1c(Sc2nnc(/N=C3\NC(=O)CS3)s2)nc2c1c(=O)n(C)c(=O)n2C	102	102	93	105	94
62	CN(C)CCN1C(=O)c2cccc3c(-c4ccc5ncn(C6CCCCC6)c5c4)ccc(c23)C1=O	1.4*	12	25	7.4*	25
63	O=C(CSc1nnc2n(Cc3ccccc3)c(=O)c3c4c(sc3n12)CCCC4)c1ccccc1	117	110	108	95	109
64	NS(=O)(=O)c1ccc(CCn2c(SCC(=O)c3ccc(Br)cc3)nc3ccccc3c2=O)cc1	108	98	105	99	101

#	KM12	COLO 205	HCT-116	SW-620
57	93	111	72	103
58	105	98	101	99
59	104	.	78	106
60	24&33	15&27	20&19	20&24
61	102	104	101	98
62	25	8.6*	8.6*	21
63	112	110	97	111
64	103	104	87	101

Later entries
#	canonical_smiles	NCI-H460	HCT-15	NCI-H226	HT29	NCI-H322M
65	C/C(=N/O)c1ccc(N2C(=O)c3c(Br)c(Br)c(Br)c(Br)c3C2=O)cc1	105	101	98	100	102
66	COc1ccc(C(=O)N/N=C/c2ccc(OC)c([N+](=O)[O-])c2)cc1	105	88	96	105	.
67	CNC(=O)Nc1ccncc1	100	164	101	107	127
68	Cc1cc(=O)oc2cc(OCCCOc3ccc(/C=C/C(=O)Nc4ccc([N+](=O)[O-])cc4)cc3)ccc12	107	104	93	122	107
69	COc1ccc(/C=C2\N=C3N(NC(=O)N3c3ccccc3)C2=O)cc1	100	95	94	106	99
70	C[C@@H](O)[C@H]1C(=O)N2C(C(=O)O)=C(SCCN=CN)C[C@H]12	1.6*	8.9*	-35*	-3.2*	.

#	KM12	COLO 205	HCT-116	SW-620
65	104	109	108	106
66	104	100	97	106
67	129	107	84	109
68	103	113	105	104
69	103	116	106	104
70	9.3*	-26*	-25*	-0.3*

Only NCI-H226, SW-620 and KM12, for some of the entries so far:
No. | smiles | NCI-H226 | SW-620 | KM12
67 | CNC(=O)Nc1ccncc1 | 101 | 109 | 129
68 | Cc1cc(=O)oc2cc(OCCCOc3ccc(/C=C/C(=O)Nc4ccc([N+](=O)[O-])cc4)cc3)ccc12 | 93 | 104 | 103
69 | COc1ccc(/C=C2\N=C3N(NC(=O)N3c3ccccc3)C2=O)cc1 | 94 | 104 | 103
70 | C[C@@H](O)[C@H]1C(=O)N2C(C(=O)O)=C(SCCN=CN)C[C@H]12 | -35* | -0.3* | 9.3*
